High-throughput results: PubChem, Sanford-Burnham Center for Chemical Genomics
hIAP activ: human IAP activators, primary screen, biochemical, luminescence, uHTS | purified human IAP, CDP-Star luminescence, 30 min; active compounds read high; 1 = vehicle-only enzyme, 0 = enzyme-free background | activation factor at 10 µM | actives 0.16% (n = 330,000) | AID 2524, 2010 | Intestinal-type alkaline phosphatase (Homo sapiens), P09923;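 active = activation factor of the enzyme at least 2-fold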; note: the source names both 10 and 20 µM as test concentration; values of inactives mirror those of a sister screen read the other way
Apaf1 inhib: inhibitors of human Apaf-1 apoptosome, primary screen, biochemical, DEVD-Rh110 fluorescence, uHTS. Apoptotic protease-activating factor 1 (Homo sapiens), O14727. reconstituted apoptosome caspase-3 activity. inhibition, % at 20 µM. actives 0.71% (n = 330,000). AID 489030, 2010; active = inhibition of at least 40% at 20 µM;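 note: plate controls were DMSO wells for no effect and DEVD-CHO caspase inhibitor wells for full effect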
Target sequence (O14727 whole entry, looked up): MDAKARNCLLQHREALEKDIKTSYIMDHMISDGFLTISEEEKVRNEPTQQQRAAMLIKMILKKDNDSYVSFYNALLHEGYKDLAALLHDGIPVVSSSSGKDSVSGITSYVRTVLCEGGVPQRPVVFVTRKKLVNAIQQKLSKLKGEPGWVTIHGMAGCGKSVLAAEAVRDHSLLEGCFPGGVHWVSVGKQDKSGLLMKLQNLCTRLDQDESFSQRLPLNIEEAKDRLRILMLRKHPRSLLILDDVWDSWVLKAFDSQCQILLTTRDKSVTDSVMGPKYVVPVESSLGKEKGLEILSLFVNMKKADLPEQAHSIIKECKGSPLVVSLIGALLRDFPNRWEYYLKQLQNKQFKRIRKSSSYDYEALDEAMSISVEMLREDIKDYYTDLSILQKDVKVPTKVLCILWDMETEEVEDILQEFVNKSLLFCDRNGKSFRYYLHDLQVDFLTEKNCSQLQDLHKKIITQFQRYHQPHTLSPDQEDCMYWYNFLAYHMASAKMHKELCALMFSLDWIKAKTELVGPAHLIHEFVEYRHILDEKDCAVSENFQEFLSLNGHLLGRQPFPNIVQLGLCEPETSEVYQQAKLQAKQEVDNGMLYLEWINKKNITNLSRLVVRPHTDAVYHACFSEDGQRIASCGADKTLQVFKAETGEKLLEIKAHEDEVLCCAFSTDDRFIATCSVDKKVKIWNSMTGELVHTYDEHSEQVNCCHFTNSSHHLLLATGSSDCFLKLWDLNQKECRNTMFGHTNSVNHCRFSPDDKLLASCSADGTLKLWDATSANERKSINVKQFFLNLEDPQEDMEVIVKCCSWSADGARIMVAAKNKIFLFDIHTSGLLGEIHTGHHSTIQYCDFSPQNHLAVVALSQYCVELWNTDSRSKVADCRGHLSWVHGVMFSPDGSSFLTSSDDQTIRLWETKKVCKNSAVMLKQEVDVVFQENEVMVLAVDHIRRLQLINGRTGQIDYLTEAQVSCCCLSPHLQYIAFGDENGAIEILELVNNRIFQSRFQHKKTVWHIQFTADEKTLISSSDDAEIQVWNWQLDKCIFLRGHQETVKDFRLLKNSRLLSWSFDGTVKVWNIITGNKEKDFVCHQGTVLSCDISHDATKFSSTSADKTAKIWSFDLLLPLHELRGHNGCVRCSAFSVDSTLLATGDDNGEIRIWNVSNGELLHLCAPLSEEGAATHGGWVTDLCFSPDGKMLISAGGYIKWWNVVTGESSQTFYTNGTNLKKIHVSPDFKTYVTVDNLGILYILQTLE
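System: reconstituted apoptosome with Apaf-1, cytochrome c, caspase-9, procaspase-3, dATP; Signal: Rh110 fluorescence intensity; Schedule: 30 min compound preincubation, 50 min activation, room temperature; Reagent: cytochrome c trigger plus (Z-DEVD)2-Rh110 caspase-3 substrate.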
tim10-1 inh: growth inhibitors of tim10-1 mutant yeast, primary screen, luminescence, uHTS; S. cerevisiae tim10-1 ts strain growth, BacTiter-Glo, 24 h; AID 463190, 2010; actives 2.2% (n = 330,000); inhibition, % at 20 µM;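 active = inhibition of at least 40%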;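 note: mutant grown at 25 °C; 0% = DMSO wells with yeast and 100% = wells holding no yeast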
hIAP inh: human IAP inhibitors, primary screen, biochemical, luminescence, uHTS; Intestinal-type alkaline phosphatase (Homo sapiens), P09923; purified IAP, CDP-Star luminescence, 30 min; inhibition, % at 10 µM; actives 0.12% (n = 330,000);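 active = inhibition reaching a set limit with compound at 10 µM in the primary screen, cut at about 35% in these data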;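 note: plate controls were DMSO wells with enzyme for no effect and no-enzyme buffer wells for full effect; values of inactives mirror those of a sister screen read the other way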
mIAP block: inhibitors of mouse IAP, primary screen, biochemical, luminescence, uHTS; intestinal alkaline phosphatase [Mus musculus]; purified mouse IAP, CDP-Star luminescence, 30 min; inhibition, % at 10 µM; actives 0.2% (n = 330,000);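 active = inhibition of at least 40% at 10 µM in the primary screen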;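 note: plate controls were DMSO with enzyme for no effect and no enzyme wells for full effect; values of inactives mirror those of a sister screen read the other way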
ATG4B inhibitor: ATG4B protease inhibitors, primary screen, biochemical, fluorescence, uHTS. ATG4B cleavage of LC3-PLA2, NBD-HPC fluorescence, 1 h. AID 504462, 2011. inhibition, % at 8.33 µM. Cysteine protease ATG4B (Homo sapiens), Q9Y4P1. actives 0.51% (n = 340,000); in the data active = inhibition above about 40%
NALP3 yeast inh: NALP3 inflammasome inhibitors in reconstituted yeast, primary screen, luminescence, uHTS. AID 2825, 2010. inhibition, % at 10 µM. actives 0.39% (n = 330,000). Yeast reconstituted NLRP3/ASC/caspase-1, beta-gal luminescence, 24 h;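 active = inhibition of 50% or more; inactive = inhibition below 50%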;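 note: plate controls were induced DMSO wells for no effect and uninduced yeast grown without galactose for full effect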
mIAP activ: activators of mouse IAP, primary screen, biochemical, luminescence, uHTS | muIAP, CDP-Star luminescence, 30 min; active compounds read high; 1 = vehicle-only enzyme signal, 0 = enzyme-free wells | AID 2805, 2010 | actives 0.24% (n = 330,000) | activation factor at 10 µM | intestinal alkaline phosphatase [Mus musculus];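 active = activation factor of at least 2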; note: the source names both 10 and 20 µM as test concentration; values of inactives mirror those of a sister screen read the other way
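also added = chemiluminescent substrate CDP-Star | test system = mouse IAP enzyme | signal = chemiluminescence readout | compound = DMSO-dissolved test compounds | incubation = 30 min at room temperature | benchmarks = DMSO wells, no-enzyme wells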
TIM10 inh: growth inhibitors of isogenic TIM10 control yeast, primary screen, counter-screen for tim10-1 yeast inhibitor project, luminescence, uHTS; AID 463195, 2010; inhibition, % at 10 µM; actives 1.4% (n = 330,000); S. cerevisiae TIM10 strain growth, BacTiter-Glo luminescence, 24 h;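 active = inhibition of 40% or more at the single tested concentration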;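 note: wild-type TIM10 isogenic control strain grown at permissive 25 °C; 0% = DMSO yeast wells and 100% = minimal medium wells without yeast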
Starred values were filed as active, the others as inactive; / = not tested or not shown.

SMILES	hIAP activ	Apaf1 inhib	tim10-1 inh	hIAP inh	mIAP block	ATG4B inhibitor	NALP3 yeast inh	mIAP activ	TIM10 inh
CC(C)(CN1CCCC1)NS(=O)(=O)c1ccc(Cl)cc1	1.1	-3	2	-7	4	3	18	0.96	-11
C=CCSc1nnc(NC(=O)c2c(CC)noc2C)s1	1	2	-7	-2	0	0	5	1	2
O=C(CN1CCCCCC1)NCCN1C(=O)S/C(=C\c2ccccc2Cl)C1=O	0.97	1	12	3	8	-8	23	0.92	13
Cc1nn(CC(=O)NCCC2=CCCCC2)c(C)c1S(=O)(=O)N(C)C	1.1	-6	7	-8	5	-6	5	0.95	14
O=C(NC(=S)N1CCN(Cc2ccccc2)CC1)c1ccco1	1.1	3	13	-10	-1	0	24	1	6
Cc1noc(C)c1S(=O)(=O)N(CC(=O)NC1CCCC1)c1ccc(C(C)C)cc1	1	6	4	-2	-22	-3	10	1.2	-1
O=C1c2ccccc2C(=O)N1c1nc2nccc(-c3ccccc3)n2n1	0.97	3	11	3	7	-17	29	0.93	14
COc1ccc(NC(=O)c2cncc(Br)c2)cc1S(N)(=O)=O	1.1	-12	8	-5	-1	-6	7	1	-4
CCOC(=O)c1c(C)oc2c1cc(O)c1ccccc12	0.87	16	0	13	-17	-7	3	1.2	-9
COc1ccc(C(c2oc(CO)cc(=O)c2O)c2oc(CO)cc(=O)c2O)cc1	1.1	-6	17	-10	-3	4	-1	1	3
CC1(C)Cc2c(C#N)c(SCCO)nc(N3CCOCC3)c2CO1	0.97	-3	7	3	4	-2	20	0.96	17
c1cncc(CNc2nc(N3CCOCC3)nc(N3CCOCC3)n2)c1	1	-13	-14	0	8	0	7	0.93	0
COc1ccc(-c2cc(C(F)(F)F)nc(SCC(=O)Nc3ccc4c(c3)OCO4)n2)cc1	0.84	23	-3	16	11	-2	12	0.89	3
CCN(CC)C(=O)CSc1nc2ncc(Br)cc2[nH]1	0.99	-5	2	1	6	-9	0	0.94	3
COc1ccc(-c2nnc(N3CCOCC3)c3ccccc23)cc1	0.9	-2	-6	10	-6	-8	15	1.1	-1

Rewritten with each value named: part of the list above
molecule: c1cncc(CNc2nc(N3CCOCC3)nc(N3CCOCC3)n2)c1
  hIAP activ: 1
  Apaf1 inhib: -13
  tim10-1 inh: -14
  hIAP inh: 0
  mIAP block: 8
  ATG4B inhibitor: 0
  NALP3 yeast inh: 7
  mIAP activ: 0.93
  TIM10 inh: 0

molecule: O=C1c2ccccc2C(=O)N1c1nc2nccc(-c3ccccc3)n2n1
  hIAP activ: 0.97
  Apaf1 inhib: 3
  tim10-1 inh: 11
  hIAP inh: 3
  mIAP block: 7
  ATG4B inhibitor: -17
  NALP3 yeast inh: 29
  mIAP activ: 0.93
  TIM10 inh: 14

molecule: C=CCSc1nnc(NC(=O)c2c(CC)noc2C)s1
  hIAP activ: 1
  Apaf1 inhib: 2
  tim10-1 inh: -7
  hIAP inh: -2
  mIAP block: 0
  ATG4B inhibitor: 0
  NALP3 yeast inh: 5
  mIAP activ: 1
  TIM10 inh: 2

molecule: CCOC(=O)c1c(C)oc2c1cc(O)c1ccccc12
  hIAP activ: 0.87
  Apaf1 inhib: 16
  tim10-1 inh: 0
  hIAP inh: 13
  mIAP block: -17
  ATG4B inhibitor: -7
  NALP3 yeast inh: 3
  mIAP activ: 1.2
  TIM10 inh: -9

Further compounds.
SMILES	hIAP activ	Apaf1 inhib	tim10-1 inh	hIAP inh	mIAP block	ATG4B inhibitor	NALP3 yeast inh	mIAP activ	TIM10 inh
CCOc1ccccc1N1CC(C(=O)N2CCOCC2)CC1=O (centres undefined)	1.1	0	-18	-12	-8	-4	7	1.1	-5
O=C(OC(C(=O)NCc1ccc2c(c1)OCO2)c1ccc(Cl)cc1)c1ccco1 (centres undefined)	1.1	15	33	-6	-21	-15	1	1.2	11
Cc1ccc(S(=O)(=O)N2CCCC(C(=O)NC3CC3)C2)cc1 (centres undefined)	0.99	-4	5	1	4	-5	5	0.96	-2
COc1ccc(NC(=O)COc2ccc3c(c2)OCO3)cc1	0.97	2	-52	3	-1	-12	6	1	2
COc1ccccc1-c1c(C)nn2c(N)c(-c3ccc(Cl)cc3)cnc12	0.9	2	11	10	2	7	10	0.98	-16
CC(C)N(C(=O)[C@H]1C[C@H](CC(=O)NCCCn2ccnc2)C(=O)N2CCc3c([nH]c4cc(-c5ccco5)ccc34)[C@]12C)C(C)C	/	28	8	/	-10	/	/	1.1	-8
Cc1ccc([N+](=O)[O-])cc1S(=O)(=O)n1ccnc1C	1.1	4	8	-13	-3	-4	-7	1	-3
Nc1c(C(=O)NC2CCCC2)c2nc3ccccc3nc2n1N	0.92	19	17	8	5	-29	1	0.95	19
COCCNC(=O)COc1ccc(C)c(C)c1	0.93	-3	-2	7	-16	11	8	1.2	-12
CCCCn1c(N)c(N(CC)C(=O)c2cc3c(s2)CCCCC3)c(=O)[nH]c1=O	1.1	6	19	-8	-8	8	18	1.1	15
CC1CCC(NC(=O)c2ccc(CS(=O)(=O)Cc3ccccc3F)o2)CC1 (centres undefined)	0.99	8	29	1	6	1	7	0.94	8
COC(=O)c1sccc1NC(=O)/C=C/c1ccc(Cl)cc1	1	-10	14	0	-6	-6	-1	1.1	-5
CN(CC(=O)Nc1cccc(F)c1)C(=O)c1ccc(OCc2cn3ccccc3n2)cc1	0.96	-7	-13	4	-7	-6	10	1.1	-14
N#Cc1ccc(C(=O)OCc2cccc(S(=O)(=O)N3CCOCC3)c2)cc1	0.94	10	22	6	2	-10	27	0.98	-6
Cc1ccc(SCc2cc(=O)[nH]c(N3CCN(C)CC3)n2)cc1	0.92	-1	-19	8	7	-8	12	0.93	-12
Cc1c([N+](=O)[O-])ccc(S(=O)(=O)N2CCC(C(N)=O)CC2)c1C	1	5	-3	-5	-6	6	-1	1.1	19
COCCNC(=O)C(NC(=O)C1CCC(C)CC1)C(C)C (centres undefined)	1.1	-14	13	-5	8	10	1	0.92	11
CC(=O)NNC(=O)N1Cc2ccccc2Oc2ccc(Cl)cc21	1.1	1	10	-8	-10	-7	8	1.1	11
CNC(=O)c1[nH]cnc1C(=O)Nc1ccccc1OC	1.5	-9	-12	-48	19	-19	-5	0.81	3
CN(C)c1ccc(C2Nc3cccc4cccc(c34)N2)cc1	0.96	18	57*	4	5	-4	14	0.95	66*
CC(C)(C)c1ccc(OCC(=O)Nc2cccc(S(=O)(=O)NC3=NCCCCC3)c2)cc1	0.86	3	14	14	-39	0	4	1.4	13
CC(NC(=O)COc1ccc(S(=O)(=O)N2CCCC2)cc1)c1ccccc1 (centres undefined)	1	3	-1	0	-7	-6	2	1.1	12
Clc1ccc(N/N=C/c2ccncc2)cc1Cl	0.88	18	-30	12	19	9	-6	0.81	2
COC(=O)/C=C/C(=O)N1CCN(c2cccc(Cl)c2)CC1	1	-8	9	-3	-12	/	29	1.1	13
Cc1ccccc1N1C(S)=C(C#N)C(=O)NC1c1ccco1 (centres undefined)	0.88	7	-8	12	23	3	13	0.77	8
CCCNC(=O)OC[C@H]1O[C@H](CCO/N=C/[C@@H](NS(=O)(=O)c2ccc(C)cc2)[C@H](C)/C=C/CC(=O)OC)C=C[C@@H]1Oc1ccc(OC)cc1	1.1	9	3	-8	-1	/	6	1	3
O=C(/C=C/NCc1ccc(F)cc1)c1ccccc1	0.94	5	16	6	2	18	16	0.97	4
CC(=O)N1c2ccccc2Nc2ccccc21	1.1	-6	-4	-5	-4	-2	-2	1	2
O=C(NNC(=O)c1ccc(S(=O)(=O)N2CCOCC2)cc1)c1ccccc1	1	-2	6	-4	7	8	4	0.93	12
O=C(N/N=C/c1cc([N+](=O)[O-])c(N2CCOCC2)cc1N1CCOCC1)c1cccnc1	1	-2	8	0	-12	-9	1	1.1	-4

Copied from the list.
Value for Cc1c([N+](=O)[O-])ccc(S(=O)(=O)N2CCC(C(N)=O)CC2)c1C in hIAP inh: -5
Value for Clc1ccc(N/N=C/c2ccncc2)cc1Cl in hIAP activ: 0.88

New compounds follow
SMILES	hIAP activ	Apaf1 inhib	tim10-1 inh	hIAP inh	mIAP block	ATG4B inhibitor	NALP3 yeast inh	mIAP activ	TIM10 inh
CC(C)CC1NC(=O)N(CC(=O)NC2CCCCC2)C1=O (centres undefined)	1	-3	0	-5	0	-10	5	1	-4
O=C(NNc1c([N+](=O)[O-])cc(C(F)(F)F)cc1[N+](=O)[O-])c1ccco1	0.91	5	1	9	10	6	11	0.9	2
O=C(Cn1cc2c(n1)CCCC2)Nc1cc(-c2cccc(Cl)c2)no1	0.88	10	29	12	6	-6	20	0.94	33
Cn1c(=NC(=O)c2ccccc2[N+](=O)[O-])sc2cccc(F)c21	1	-9	2	-4	-3	-2	14	1	-9
O=C(O)Cc1cn(-c2ccccc2)nc1-c1ccccc1	1.1	-10	2	-5	10	1	-2	0.9	-6
O=C(c1ccc(Cl)c(S(=O)(=O)N2CCCC2)c1)N1CCN(c2ccccc2F)CC1	1.1	17	21	-14	2	11	6	0.98	-3
COc1ccccc1NC(=O)c1ccc2nc(C)c(C)nc2c1	1.1	2	-16	-5	0	-10	37	1	6
OC1CC(c2ccco2)NC2(CCCCC2)C1 (centres undefined)	1	1	-13	0	4	-3	0	0.96	8
COC(=O)N1CCc2c(sc(NC(=O)C3COc4ccccc4O3)c2C(N)=O)C1 (centres undefined)	1.1	11	12	-10	-1	6	3	1	9
CCc1noc(C)c1C(=O)NNC(=O)c1cc(OC)c(OC)c(OC)c1	0.99	3	-2	1	4	0	6	0.96	-6
O=C(c1cccc(S(=O)(=O)N2CCc3ccccc32)c1)N1CCOCC1	1	-6	-11	-2	-5	-1	11	1.1	-3
CCOC(=O)C1(CC)CC(CSc2nc3ccccc3[nH]2)OC1=O (centres undefined)	1.3	-13	11	-28	-9	-6	6	1.1	-5
O=C(Nc1nc(=O)n(C(=O)C2CC2)s1)c1ccccc1	1	-18	10	-3	7	4	14	0.93	7
CCc1ccc(C(=O)NNC(=O)C2CSC3(C)CCC(=O)N23)cc1 (centres undefined)	1.2	-6	12	-25	3	-3	1	0.97	4
CCOCC(=O)Nc1cc(C)on1	1	10	-7	-4	-9	3	-3	1.1	-9
COc1ccc(S(=O)(=O)N2CCC(C(=O)NCc3ccncc3)CC2)cc1C	0.93	6	-18	7	-5	-1	22	1	9
